Compound activity (PubChem)
GSK3B inh – blocks human GSK3beta kinase activity | P49841 | GST-GSK3beta kinase, ADP-Glo luminescence, 60 min; stronger effect = lower value | activity score (negative = inhibition), % at 10 µM | 300,000 compounds, 0.038% hits | AID 2097;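 active = more than half of replicate wells score below -50%, meaning over 50% inhibition versus plate controls; inconclusive = some replicates but at most half score below -50%; inactive = no replicate scores below -50%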;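 note: 0% = median DMSO wells and -100% = median GW8510 positive control wells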
Target sequence (P49841 whole entry, looked up): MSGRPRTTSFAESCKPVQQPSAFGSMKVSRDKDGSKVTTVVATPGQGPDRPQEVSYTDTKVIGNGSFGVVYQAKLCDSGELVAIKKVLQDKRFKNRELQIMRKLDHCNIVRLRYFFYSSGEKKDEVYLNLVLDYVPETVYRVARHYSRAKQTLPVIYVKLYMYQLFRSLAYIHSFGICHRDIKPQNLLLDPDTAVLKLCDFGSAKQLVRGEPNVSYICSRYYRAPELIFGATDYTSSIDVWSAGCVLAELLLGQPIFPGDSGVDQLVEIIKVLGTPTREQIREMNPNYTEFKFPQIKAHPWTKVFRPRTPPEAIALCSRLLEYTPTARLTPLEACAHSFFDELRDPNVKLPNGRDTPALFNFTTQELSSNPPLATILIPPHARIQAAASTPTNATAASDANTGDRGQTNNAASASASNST
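test system = GST-tagged human GSK3beta kinase, cell-free | reagent = 25 µM ATP with peptide substrate | dosing = one dose of 10 µM per compound | schedule = 60 min reaction, RT | detection = luminescent ADP-Glo measurement of ADP formed | control set = DMSO neutral wells and GW8510 at 20 µM as positive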
GSK3A inh – human GSK-3 alpha kinase inhibition; P49840; ADP-Glo luminescence, 60 min; inhibition, % at 10 µM; 320,000 compounds, 0.1% hits;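 in the data active = inhibition above about 50%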;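 note: GST-tagged GSK-3 alpha with peptide substrate and 25 µM ATP; 0% = DMSO neutral wells and 100% = GW8510 positive control wells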
Target sequence (P49840 whole entry, looked up): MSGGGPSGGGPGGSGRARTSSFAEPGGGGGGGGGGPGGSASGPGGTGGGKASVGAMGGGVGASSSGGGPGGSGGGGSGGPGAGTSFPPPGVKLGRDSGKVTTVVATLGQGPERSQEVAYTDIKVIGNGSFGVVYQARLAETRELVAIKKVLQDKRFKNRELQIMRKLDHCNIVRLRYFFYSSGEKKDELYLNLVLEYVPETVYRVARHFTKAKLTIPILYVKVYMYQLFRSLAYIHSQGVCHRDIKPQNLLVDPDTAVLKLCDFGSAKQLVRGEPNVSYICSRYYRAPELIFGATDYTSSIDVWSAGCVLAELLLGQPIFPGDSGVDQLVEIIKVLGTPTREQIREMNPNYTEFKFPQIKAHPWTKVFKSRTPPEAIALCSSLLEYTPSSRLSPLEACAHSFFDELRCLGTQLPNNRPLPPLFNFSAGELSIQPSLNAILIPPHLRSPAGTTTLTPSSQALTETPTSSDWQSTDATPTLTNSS
Platelet DG rel – modulates dense granule release in human platelets; human platelet-rich plasma, SFLLRN dense granule ATP release, luminescence; inhibition, %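 (compounds screened at 7.5 µM in platelet-rich plasma)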; 300,000 compounds, 0.22% hits;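 active = mean replicate score, as percent of positive control, at or above 50; inconclusive = mean below 50 but at least one replicate at or above 50; inactive = mean and every replicate below 50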
HSF1 inh – HSF1 inhibition; NIH3T3-HGL HSE-luciferase, MG132-induced, luminescence 8 h; stronger effect = lower value; activity change, negative = inhibition, % at 7.5 µM (by protocol); 300,000 compounds, 0.77% hits; AID 2098;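 active = more than half of replicate wells show activity change below -50%, luminescence cut by over half; inconclusive = some wells, but at most half, below -50%; inactive = no replicate well below -50%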;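 note: luciferase reports HSF-1 transcriptional activity via heat shock element; 0% = median of DMSO wells and -100% = zero luminescence signal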
PolyA inhibitor – yeast polyadenylation inhibition. AID 1875. calls only at 12 µM. S. cerevisiae SKY197-pL101 polyadenylation reporter, beta-gal luminescence; efflux-impaired pdr1/pdr3 knockout yeast; score 100 = 6 SD above DMSO. 300,000 compounds, 0.02% hits;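 active = lowest replicate activity score at least 50, where 100 means six control SD above control mean; inconclusive = lowest score under 50 but half or more replicates reach 50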;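 note: yeast exposed to compound for 9 h at 30 °C; higher score means more reporter readthrough which indicates perturbed polyadenylation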
HDAC3 inh – inhibitors of human histone deacetylase 3; 320,000 compounds, 0.15% hits; recombinant HDAC3, fluorogenic peptide/trypsin coupled, fluorescence; inhibition, % at 8.3 µM; O15379; in the data active = inhibition above about 26%, passing the limit was not always enough; inconclusive = no clear call, values can overlap the other calls
HSF-1 act – increases HSF-1 driven luciferase reporter signal | AID 504408 | NIH3T3-HGL HSF-1 luciferase reporter, MG132, 8 h; 100% = twice DMSO control signal | 300,000 compounds, 1.7% hits | activation, % at 9 µM;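 active = mean replicate activation of at least 50% with a set share of replicates each reaching 50%; inconclusive = only one of those two conditions met; inactive = mean below 50% and too few replicates reaching it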;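 note: 0% = median of the neutral control wells and 100% = twice that signal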
HSP90 inh – HSP90 refolding inhibition in rabbit reticulocyte lysate | luciferase refolding luminescence, 3 h | inhibition, % at 5.6 µM | 290,000 compounds, 0.91% hits;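 active = inhibition above the screen-wide mean plus 3 SD, computed separately per campaign, cut at about 16% in these data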;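 note: 0% = DMSO wells and 100% = 60 µM geldanamycin wells; inhibitors lower the luminescence because luciferase stays unfolded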
AI-2 QS modul – modulates the Vibrio harveyi AI-2 quorum sensing system; Vibrio harveyi JMH597 AI-2 luminescence/OD600 ratio, 9 h; stronger effect = lower value; strain lacks LuxN and CqsS sensors; 0 = neutral-control median; activity change, % at 7.5 µM; 300,000 compounds, 0.4% hits; AID 2094; in the data active = activity change below about -75%, passing the limit was not always enough; inconclusive = no clear call, values can overlap the other calls;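 note: luminescence divided by OD600 gain over 9 h not by final OD600 alone; inactives centre near 13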
Dyrk1A ADPGlo – Dyrk1A (rat) kinase inhibition; ADP-Glo luminescence, NFATc1 peptide; 310,000 compounds, 0.43% hits; inhibition, % at 12.5 µM; Q63470; AID 504441; in the data active = inhibition above about 50%;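 note: plate controls were vehicle with enzyme for no effect and no enzyme for full effect; many of its hits are not listed in these tables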
An asterisk follows results filed as active; i = inactive; ? = inconclusive; nt = not tested or not shown.

mol	GSK3B inh	GSK3A inh	Platelet DG rel	HSF1 inh	PolyA inhibitor	HDAC3 inh	HSF-1 act	HSP90 inh	AI-2 QS modul	Dyrk1A ADPGlo
COc1ccc(NC(=S)N/N=C2\CC(C)(C)Oc3ccc(O)cc32)cc1	1	3	-3	-11	i	5	-31	3	12	9
N#Cc1nc(-c2cccs2)oc1NCCc1ccccc1	1	13	-10	11	nt	-32	14	-4	2	22
O=C(O)Cn1c(SCCOc2ccccc2)nc2ccccc21	nt	8	8	3	i	3	11	-5	nt	4
O=C(c1cc(Cl)c(=O)n(Cc2ccc(Cl)cc2)c1)N1CCOCC1	-3	0	2	11	i	0	27	-2	20	-1
CC(C)c1ccc2oc(=O)cc(CN3CCOCC3)c2c1	2	4	5	-11	i	2	-9	6	-6	10
Cc1ccc(OCc2ccccc2C)c([N+](=O)[O-])n1	-1	-1	-10	-4	i	-7	0	2	-3	-4
C/C(N)=C(/C#N)C(=O)COC(=O)CC12CC3CC(CC(C3)C1)C2	8	0	1	-3	i	-2	-1	-1	2	11
Cc1cc(C)n(-c2ncnc3sc(C)c(C)c23)n1	-2	-1	-3	1	i	-5	2	2	22	-3
COc1ccccc1/C=C/C(=O)NCC(=O)N=Nc1c(O)[nH]c2ccccc12	1	-1	-5	-2	i	-1	13	0	22	3
Cc1nc(-c2ccccc2)nn1-c1ccc([N+](=O)[O-])cc1	-5	1	8	14	i	8	10	nt	10	nt
Cc1ccc(C)c(/C=N/n2cc(-c3ccccc3)[nH]c2=S)c1	4	0	11	0	i	-4	-10	3	25	8
Fc1ccc(CSc2ncnc3scc(-c4ccccc4)c23)cc1	0	-2	10	-2	i	-3	8	0	42	5
Brc1ccc(CSc2nnc(Cc3c[nH]c4ccccc34)o2)cc1	1	nt	-5	-1	i	3	19	-4	-30	7
O=[N+]([O-])c1cccc2c(S(=O)(=O)N3CCOCC3)cccc12	nt	3	-11	4	i	-5	-2	3	nt	-7
COc1ccc(CC(=O)NC(C)c2ccc(S(N)(=O)=O)cc2)cc1S(=O)(=O)N1CCOCC1 (stereo not given)	0	0	26	-6	i	0	-9	-1	12	-6
O=C(CCCn1cnc([N+](=O)[O-])n1)Nc1cccc2ccccc12	2	-1	0	-3	i	nt	0	-8	37	0
Cn1c(NCc2cccnc2)nc2c1c(=O)n(Cc1ccccc1F)c(=O)n2C	1	-1	6	0	i	-5	11	-4	4	0
CCN(CC)CCNc1nc2c(c(=O)n(C)c(=O)n2C)n1C/C=C(/C)Cl	-2	1	-6	2	i	2	1	2	22	2
CCOC(=O)c1c(C)[nH]c(C2=NNC(=Nc3cccc(Cl)c3)SC2)c1C	1	-1	5	-75*	i	-10	-75	7	37	nt
CC(=O)c1cccc(N(CC(=O)Nc2ccc(F)cc2F)S(C)(=O)=O)c1	4	-2	11	10	i	1	55*	2	2	-1
Cc1ccc(N(CC(=O)NCc2ccco2)C(=O)CCC(=O)Nc2nccs2)cc1C	1	-2	-1	-2	i	5	0	-6	12	3
Cc1ccc(CNS(=O)(=O)c2ccc3c(c2)CCN3C(=O)CCCC(=O)O)cc1	0	-6	-3	-1	i	-5	-2	-3	21	2
Cc1ccc(C2=NNC3(CCOC(C)(C)C3)S2)cc1 (stereo not given)	0	-3	3	7	i	-5	33	-1	7	-2
C#CCNC(=O)C1=C[C@H](c2ccccc2)[C@@H](CCCO)[C@H](OCC)O1	-2	0	-1	7	i	-2	10	-4	7	-2
Cc1ccc(OCC(=O)N2CCN(c3nnc(-c4ccc(C)cc4)c4ccccc34)CC2)cc1	0	nt	-3	9	i	8	25	3	-21	4
O=C(Nc1ccc2nn(-c3ccccc3)nc2c1)c1cccnc1	1	1	nt	nt	nt	-3	nt	-3	1	-2
CCOc1ccc(C(=O)Nc2nc3ccccc3[nH]2)cc1OCC	-5	-1	-4	-2	i	11	6	-3	5	41
CCCCCCCCC(=O)NCCOc1ccc(OC)cc1	2	nt	-5	0	i	nt	10	-4	18	-3
CCc1nnc(NS(=O)(=O)c2ccc(NC(=O)c3cccc(Cl)c3)cc2)s1	5	-4	-7	-1	i	5	-3	-2	-5	3
COc1ccc(NC(=O)c2cccnc2)cc1OCC(C)C	nt	-1	0	-45	i	3	-57	-2	nt	nt
CCOc1ccc(NC(=O)CN(C)C(=O)CC2CC3CCC2C3)cc1OCC (stereo not given)	-4	-3	4	3	i	3	2	1	30	-4
Cn1c(N2CCOCC2)c(C#N)c2ccccc21	0	1	0	1	i	-8	1	1	20	35
COC(=O)c1[nH]c(=O)c2ccccc2c1O	2	4	-3	-1	i	-4	8	3	13	8
C[C@H](NC(=O)OC(C)(C)C)c1nnc(SCC(=O)Nc2cccc(Cl)c2)o1	1	nt	0	-6	i	10	0	-3	33	-2
COc1ccc(CCNc2cc(C)nc3c(-c4ccccc4)cnn23)cc1OC	3	-2	2	1	i	-6	0	5	7	5
O=C1CCCC(O)=C1N=Nc1ccc(Cl)c(Cl)c1	3	-2	5	12	i	1	28	-2	15	3
COC(=O)CCN(C)CCC(=O)OC	3	-2	0	-3	i	2	-4	5	10	-4
Cc1cc(C)cc(N(C(=O)CNC(=O)c2ccco2)C(C(=O)NC2CCCC2)c2ccncc2)c1 (stereo not given)	3	-3	-6	-8	i	-5	-1	2	1	8
O=C(N/N=C/c1cccnc1)c1cc(-c2cccs2)nc2ccccc12	1	0	5	3	i	5	7	0	15	0
CCc1cccc(C)c1NC(=O)c1cccnc1	4	-1	4	2	i	10	23	-1	13	-2
CC(Sc1ccc2c(c1)OCCO2)C(=O)Nc1ccc2c(c1)OCO2 (stereo not given)	-4	-2	0	12	i	4	34	-1	10	-1
COc1cc(OC)cc(C(=O)NCCOC23CC4CC(CC(C4)C2)C3)c1	2	-1	1	1	i	2	-3	1	-4	-3
COc1cc(/C=N/NC(=O)c2ccncc2)ccc1OC(=O)c1ccccc1Cl	-1	-2	0	0	i	6	5	-2	15	4
O=C(NC1CCS(=O)(=O)C1)/C(=C\c1ccc(F)cc1)NC(=O)c1ccccc1 (stereo not given)	-6	-2	3	-5	i	-6	-8	2	15	1
CN1CCN(CCCNC(=O)C2CC(=O)N(C3CCCCC3)C2)CC1 (stereo not given)	1	-1	0	7	i	-2	-2	-2	0	8
Cc1ccc(-c2csc3ncn(CC#N)c(=O)c23)cc1	0	5	4	-1	i	-6	5	-2	-3	3
CC(=O)c1ccc(OCc2cc(C(=O)N3CCN(c4ccccc4)CC3C)no2)cc1 (stereo not given)	-1	-1	0	34	i	6	?	-6	-8	2
CC(=O)c1c(Nc2cccc(F)c2)oc(C)cc1=O	1	-2	3	0	i	nt	3	2	6	13
CCCCCCCCn1cnc2c(N)c(C)c(C)cc21	4	-5	3	-1	i	18	12	7	5	3
COc1ccc(CN(C)CC(=O)NC(=O)NCc2ccccc2)cc1OC	4	0	-2	-9	i	6	3	-2	-5	-4

Continuation:
mol	GSK3B inh	GSK3A inh	Platelet DG rel	HSF1 inh	PolyA inhibitor	HDAC3 inh	HSF-1 act	HSP90 inh	AI-2 QS modul	Dyrk1A ADPGlo
Cc1cc(C)cc(N2C(=O)CC(n3nc(C)cc3C)C2=O)c1 (stereo not given)	4	-2	0	0	i	9	5	5	4	-1
Cc1nc2scc(C)n2c(=O)c1S(=O)(=O)NCCc1ccccc1	-6	0	6	1	i	-9	3	-2	48	nt
O=C(CSc1nnc(-c2cccnc2)o1)Nc1cccc(Cl)c1	-1	-1	-1	13	i	-15	20	-4	39	0
O=c1oc2c(CN3CCCCC3)c(O)ccc2c2c1CCCCC2	nt	15	nt	nt	nt	-379	nt	-2	18	-8
O=C1CC(N2CCSCC2)C(=O)N1c1ccc(F)cc1 (stereo not given)	-1	-2	13	1	i	1	-1	0	20	-7
O=C(c1ccc(S(=O)(=O)N2CCOCC2)cc1)N1CCCc2ccccc21	-2	0	-7	0	i	-8	-17	3	18	12
O=C(NC1CCCc2ccccc21)c1ccccc1Cl (stereo not given)	4	-1	1	0	i	3	8	-3	20	-2
Cc1cc(C)n2nc(CCCO)nc2n1	4	-2	11	-9	i	-2	-12	3	8	-2
Cc1cc(C)cc(NC(=S)N(CCCN2CCN(C)CC2)Cc2cccs2)c1	-2	-2	-2	-3	i	2	-21	1	-11	-5
Cn1ncc2c(NCc3cccc(C(F)(F)F)c3)c(C(=O)O)cnc21	-3	0	-2	9	i	8	15	1	23	nt
CN(C(=O)COC(=O)c1ccccc1C(=O)N(C)c1ccccc1)c1ccccc1	3	-2	1	-1	i	4	-1	1	11	-3
COc1ccccc1NC(=O)CSc1nnc(CNC(=O)c2cccs2)o1	nt	-1	9	2	i	0	-5	-2	50	0
CCOc1cc(C(=O)NCc2ccc(-c3nc4ccccc4o3)cc2)cc(OCC)c1OCC	8	nt	11	4	i	1	3	1	10	4
O=C(Cn1cnc2ccccc21)Nc1cc(C(F)(F)F)ccc1N1CCOCC1	-1	0	-5	2	i	4	0	1	5	-1
CCOc1ccc(C(=O)c2nc3c(n2O)CCCC3)cc1	5	-2	11	8	i	1	38	1	5	-2
CCC(=O)Nc1cc(-c2nnc(OC)c3ccccc23)ccc1N1CCOCC1	2	-1	nt	-4	i	15	3	-4	10	-2
CC(C)OCCCNC(=O)CNC(=O)c1cccs1	1	2	-1	-10	i	-2	-3	-2	18	nt
NCCCC[C@H]1CN=C(N)N1CC1CCCCC1	-1	4	0	-3	i	2	-4	nt	10	11
O=C(NCc1ccc2c(c1)OCO2)C(=O)NCC1CCCO1 (stereo not given)	0	0	7	7	i	-5	8	3	23	3
CCCNC(=O)NC(C(=O)OC)C12CC3CC(CC(C3)C1)C2 (stereo not given)	3	4	2	5	i	7	-3	-5	3	16
COc1cc(C(=O)NCCc2ncccc2C)ccc1OC1CCN(C(C)=O)CC1	2	-3	10	1	i	3	6	-6	12	-5
COc1ccc(Cc2nnc(NC(=O)c3ccccc3[N+](=O)[O-])s2)cc1	3	nt	2	4	i	0	19	6	34	3
CCOC(=O)c1ccc(OS(=O)(=O)c2ccccc2)c(OC)c1	3	-1	-9	25	i	-3	63*	-3	8	5
O=C(O)C1CCC(CN(Cc2cccc(Br)c2)C(=S)Nc2ccccc2F)CC1 (stereo not given)	5	-1	-19	13	i	4	21	-4	26	-6
COC(=O)C1=C(C)NC(C)=C(C(=O)O[C@@H]2CCCN(Cc3ccccc3)C2)[C@@H]1c1cccc([N+](=O)[O-])c1	2	-2	0	5	i	0	18	nt	29	-5

A portion of the library. The share of hits here may be higher or lower than overall.
